RXFP1 antagonist = RXFP1 (human) relaxin receptor antagonism; Q9HBX9; HEK293-RXFP1, relaxin-stimulated cAMP HTRF, 30 min; hits give low values; activity change, negative = inhibition, % at 57.5 µM; hit rate 0.59% among 350,000; AID 1259400;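 active means activity change of -60% or lower, but not beyond a set lower limit; inconclusive means change between -60% and -40%, or beyond the set limit; inactive means change above -40%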; further: on the % scale 0 is the no-effect control and ±100 the full control effect
Anesthetic bind = candidate novel general anesthetic via apoferritin binding | P02791 | apoferritin/1-aminoanthracene competitive binding, fluorescence | Potency, µM (doses to about 77.5 µM), for the others: at the highest dose activity change, negative = displacement, hits mostly inhibitors | hit rate 0.074% among 350,000; further: potency means the concentration at half of the fitted maximal effect; on the % scale 0 is the no-effect control and ±100 the full control effect; nearly all actives have a fitted effect of over 20% in size
Target sequence (P02791 2-175 limits assumed): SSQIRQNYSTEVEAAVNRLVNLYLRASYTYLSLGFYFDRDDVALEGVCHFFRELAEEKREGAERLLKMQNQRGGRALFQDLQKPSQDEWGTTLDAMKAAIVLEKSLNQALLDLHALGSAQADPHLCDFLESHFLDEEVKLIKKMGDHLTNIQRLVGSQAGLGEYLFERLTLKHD
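Apoferritin-based anesthetic binding model; compound displacement of fluorescent 1-AMA measured as endpoint fluorescence after 10 minutes at room temperature, scaled to free-ligand and complex controls.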
D1 PAM = potentiators of human D1 dopamine receptor; P21728; HEK293 TREx D1 cells, calcium flux, dopamine EC20 potentiation; potentiation, % at 10 µM; hit rate 0.036% among 360,000; AID 504651; in the data active means potentiation above about 30%; further: 0% is about no effect
Target sequence (P21728 whole entry, looked up): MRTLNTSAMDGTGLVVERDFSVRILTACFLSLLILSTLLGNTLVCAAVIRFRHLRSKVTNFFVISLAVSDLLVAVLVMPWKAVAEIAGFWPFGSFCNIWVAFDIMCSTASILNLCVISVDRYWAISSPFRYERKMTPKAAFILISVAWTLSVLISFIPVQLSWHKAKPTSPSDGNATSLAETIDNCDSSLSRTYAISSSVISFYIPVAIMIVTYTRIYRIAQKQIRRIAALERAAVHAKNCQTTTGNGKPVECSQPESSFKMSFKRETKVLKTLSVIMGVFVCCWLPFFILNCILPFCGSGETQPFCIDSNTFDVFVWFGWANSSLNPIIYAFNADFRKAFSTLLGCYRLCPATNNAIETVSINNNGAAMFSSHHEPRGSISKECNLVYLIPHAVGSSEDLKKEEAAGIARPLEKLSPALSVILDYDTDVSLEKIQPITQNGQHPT
D1 ag = agonists of human D1 dopamine receptor | P21728 | HEK293 T-REx D1 cells, calcium flux, agonist mode | activation, % at 2 µM | hit rate 1% among 360,000 | AID 504660; in the data active means activation above about 30%; further: 0% is about no effect
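Tetracycline-induced HEK293 TREx D1 cells, force-coupled to calcium signalling, were dye-loaded with a no-wash calcium kit. Compound was pin-added after a 10 s baseline. Fluorescence was read kinetically at 1 cycle/s for 180 s, with calcium rises flagged as agonism.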
D2 PAM = D2 dopamine receptor (human) potentiation | HEK293 T-REx D2, calcium flux, EC20 dopamine potentiation | potentiation, % at 10 µM | hit rate 0.34% among 340,000 | AID 485347;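 active means potentiation over 3 SD above the plate norm, cut at about 30% in these data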; further: 0% is about no effect
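Tetracycline-induced Hek293 Trex D2 cells, force-coupled to calcium, loaded with no-wash calcium dye. Compound added with 180 s kinetic read for agonism, then EC20 dopamine and a further 180 s read for potentiation.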
TRHR enhancer = TRH receptor (human) allosteric enhancement; P34981; TRHR cells, fluo-8 calcium fluorescence, EC20 TRH enhancement; enhancement, % at 2 µM; hit rate 0.66% among 360,000; AID 493056; in the data active means enhancement above about 30%; further: 0% is about no effect
Target sequence (P34981 whole entry, looked up): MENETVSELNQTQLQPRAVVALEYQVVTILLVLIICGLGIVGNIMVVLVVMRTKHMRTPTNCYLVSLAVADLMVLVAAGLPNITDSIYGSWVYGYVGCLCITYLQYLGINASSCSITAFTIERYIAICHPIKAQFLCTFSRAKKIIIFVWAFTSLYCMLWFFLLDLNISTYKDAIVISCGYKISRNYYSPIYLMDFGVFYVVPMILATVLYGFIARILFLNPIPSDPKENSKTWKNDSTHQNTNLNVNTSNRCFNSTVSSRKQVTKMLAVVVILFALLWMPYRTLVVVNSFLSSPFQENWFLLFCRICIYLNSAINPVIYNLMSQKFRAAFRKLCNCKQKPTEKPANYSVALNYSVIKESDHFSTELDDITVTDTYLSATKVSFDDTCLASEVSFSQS
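Enhancer read-out: after compound pinning and an initial kinetic agonist-mode read, an EC20 of TRH (10 nM final) was injected and fluo-8 calcium signal (Ex 480/Em 530) followed at 1 s/cycle for 100 cycles in TRHR-expressing cells.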
RXFP1 ag = RXFP1 (human) receptor agonism. Potency, µM (series often up to 57.5 µM), for inactives: top-dose activation, actives largely listed as activators. hit rate 0.3% among 370,000. AID 2676. HEK293T-RXFP1 cAMP TR-FRET, 30 min; response scale: percent of porcine relaxin response, buffer zero. Q9HBX9; further: potency means the concentration at half of the fitted maximal effect; on the % scale 0 is the no-effect control and ±100 the full control effect; nearly all actives have a fitted effect of over 60% in size; many of its hits are not listed in these tables
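HEK293T cells stably expressing RXFP1 were pretreated with the PDE4 inhibitor Ro 20174, exposed to compounds for 30 min at 37C, lysed, and cAMP was read by TR-FRET. Data normalized to buffer (basal) and 29 nM porcine relaxin (100%).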
D1 antag = human D1 dopamine receptor antagonism | HEK293 TREx D1 cells, calcium flux, dopamine EC80; hits give low values | hit rate 3.2% among 360,000 | activity change, negative = inhibition, % at 10 µM | P21728; in the data active means activity change below about -30%; further: on the % scale 0 is the no-effect control and ±100 the full control effect
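After overnight tetracycline induction at 30 C, force-coupled D1 HEK293 cells took up a no-wash calcium dye at room temperature. Compounds were added and monitored 180 s, and the response to EC80 dopamine was then recorded.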
TRHR ag = TRH receptor (human) agonism; P34981; TRHR cells, calcium flux fluo-8, FDSS agonist mode; activation, % at 2 µM; hit rate 0.18% among 360,000; in the data active means activation above about 30%; further: 0% is about no effect
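Fluo-8-loaded TRHR cells; 10 s baseline, compound added, kinetic Ca2+ fluorescence read 1/s, agonist mode.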
An asterisk follows results filed as active; u = inconclusive; x = not tested or not shown; [ ] = remark or other dose. Unless noted, the call rests on the fitted dose curve; in most records, active means well fitted curve in the direction sought with a large enough effect; inconclusive means small, poorly fitted or top-dose-only effect, or another doubt; inactive means no such curve, though single readings can be large; an effect the other way counts as inactive or inconclusive. An excerpt; rates above refer to the full screens.

[1] CCOc1ccc(CCNC(=O)c2cnc3sc(N4CCOCC4)nn3c2=O)cc1
[2] COc1ccc(-c2nc(SCC(=O)N(CC(C)C)c3c(N)n(Cc4ccccc4)c(=O)[nH]c3=O)n[nH]2)cc1
[3] Cn1nc(-c2ccccc2)c(CSc2ccccc2Cl)c1Cl
[4] C=CCOc1ccc(CNC(C)(C)C)cc1OC
[5] C/C(CC1CC(C)OC1=O)=N\NC(N)=S (configuration not stated)
assay / compound,1,2,3,4,5
RXFP1 antagonist,3,11,-5,-6,-9
Anesthetic bind,1%,x,49%[activator],-4%,2%
D1 PAM,-3,-5,-7,-10,-4
D1 ag,3,2,15,3,5
D2 PAM,2,-8,x,5,12
TRHR enhancer,-4,-2,-7,-3,13
RXFP1 ag,3.2%,-0.8%,0.2%,2.3%,1.0%
D1 antag,-4,-3,20,-10,-6
TRHR ag,0.1,0.5,0.5,0.6,-0.4

[6] CCC(C)NS(=O)(=O)c1ccc(NS(=O)(=O)c2ccc(F)cc2)cc1 (configuration not stated)
[7] Cc1ccc(S(=O)(=O)Nc2cccc(C(=O)NCC(c3ccco3)N3CCCC3)c2)cc1F (configuration not stated)
[8] CCN(CC)c1ccc(NC(=O)c2sc3ccccc3c2Cl)cc1
[9] O=C(NC1CCCCCC1)c1ccc(CS(=O)Cc2ccccc2Cl)o1 (configuration not stated)
[10] COc1nnc(-c2ccc(N3CCCCC3)c(NC(=O)C3CCCCC3)c2)c2ccccc12
assay / compound,6,7,8,9,10
RXFP1 antagonist,-4,12,x,-14,1
Anesthetic bind,-16%,x,89%[activator],-26%,-17%
D1 PAM,0,-7,-1,-1,3
D1 ag,1,3,2,2,-1
D2 PAM,5,-13,-4,14,-1
TRHR enhancer,7,13,-2,2,-2
RXFP1 ag,-0.1%,0.1%,0.5%,0.0%,0.3%
D1 antag,-8,-22,-12,3,-2
TRHR ag,-2.6,-0.1,-0.6,-0.5,0.1

[11] O=C(c1nc2ccc(Cl)cn2c1CN1CCC(O)CC1)N1CCc2ccccc2C1
[12] Cc1cccn2c(=O)nc(SCC(=O)Nc3cccc4ccccc34)nc12
[13] O=C(Cn1nc(C(=O)O)c2ccccc2c1=O)Nc1cccc(S(=O)(=O)N2CCOCC2)c1
[14] O=C(Nc1ccc(Cl)cc1)N1CCC(c2nc(-c3ccc(F)cc3)no2)CC1
[15] COc1cc(NC(=S)N2CCC(C(N)=O)CC2)cc(OC)c1
assay / compound,11,12,13,14,15
RXFP1 antagonist,0,1,11,-25,10
Anesthetic bind,-7%,x,x,0%,-4%
D1 PAM,-1,-1,0,-9,2
D1 ag,1,2,0,21,1
D2 PAM,-19,x,x,1,-25
TRHR enhancer,-2,5,-5,-13,0
RXFP1 ag,1.1%,7.2%,1.3%,-3.0%,-0.5%
D1 antag,39,-2,-10,-50*,12
TRHR ag,0.7,-0.7,-0.2,1.5,0.5

[16] Cc1cccc(C)c1NC(=S)N1CC(C)OC(C)C1 (configuration not stated)
[17] CN(C)c1ccc(C2OC(=O)C3(CCCC3)C(=O)C2(C)C)cc1 (configuration not stated)
[18] O=C(NC1CCCCCC1)c1c(F)c(F)c(F)c(F)c1F
[19] O=C(CCNC(=O)c1ccco1)Nc1ccc(Cl)c(C(F)(F)F)c1
[20] O=C(O)c1c[nH]c2ccc(S(=O)(=O)N3CCN(c4ccc(F)cc4)CC3)cc2c1=O
assay / compound,16,17,18,19,20
RXFP1 antagonist,-3,-4,4,2,4
Anesthetic bind,-1%,-12%,u,-3%,0%
D1 PAM,-3,-3,0,-4,-6
D1 ag,14,1,0,6,2
D2 PAM,-4,-2,8,-13,-6
TRHR enhancer,-2,-1,-8,27,-6
RXFP1 ag,2.7%,0.3%,1.6%,3.4%,0.7%
D1 antag,-13,-10,2,-8,-1
TRHR ag,-0.3,0.4,-1.1,0.1,0.1

[21] COc1ccc(CC(=O)N2CCc3cc(OC)c(OC)cc3C2COc2ccc(OC)cc2)cc1 (configuration not stated)
[22] Nc1cc(-c2ccc(Cl)cc2)nn1-c1ccccc1
[23] CCOC(=O)Cn1c(S(=O)(=O)Cc2ccccc2Cl)nc(-c2ccccc2)c1-c1ccccc1
[24] Cc1cc(S(=O)(=O)NCc2ccncc2)c(C)cc1Br
[25] CCOc1cc(/C=C/c2nc3ccccc3c(=O)[nH]2)ccc1O
assay / compound,21,22,23,24,25
RXFP1 antagonist,x,-4,-3,6,-2
Anesthetic bind,206%[activator],-4%,9%,-7%,-4%
D1 PAM,-2,9,-11,-1,-2
D1 ag,5,2,9,9,7
D2 PAM,3,-6,-4,9,2
TRHR enhancer,7,-2,0,-1,2
RXFP1 ag,5.0%,-2.8%,1.3%,-4.8%,5.0%
D1 antag,-9,2,-15,-14,1
TRHR ag,0.8,-0.6,0.6,-0.5,0.0

[26] CC(C)C(=O)NNc1ccc(C(F)(F)F)cn1
[27] O=C(COc1ccccc1[N+](=O)[O-])Nc1cccc(C(=O)Nc2ccccc2C(=O)O)c1
[28] Cc1ccc(S(=O)(=O)CCC(=O)Nc2nnc(-c3ccc(F)cc3)o2)cc1
[29] Nc1[nH]c(N=NC(=O)c2ccc(F)cc2)c2ccccc12
[30] COc1ccc(OC)c(CCNc2ncnc3onc(-c4ccc(F)cc4)c23)c1
assay / compound,26,27,28,29,30
RXFP1 antagonist,-10,-2,-5,-1,-29
Anesthetic bind,-2%,-14%,x,-12%,45%[activator]
D1 PAM,-2,0,6,-4,-3
D1 ag,0,1,1,4,33*
D2 PAM,2,-13,-6,0,x
TRHR enhancer,-3,1,3,-10,10
RXFP1 ag,-0.1%,-0.2%,0.1%,1.9%,-0.5%
D1 antag,8,1,8,-5,-32*
TRHR ag,0.5,-0.1,-0.2,0.1,-1.1

Excerpt: nos. 26–27
[26] CC(C)C(=O)NNc1ccc(C(F)(F)F)cn1
[27] O=C(COc1ccccc1[N+](=O)[O-])Nc1cccc(C(=O)Nc2ccccc2C(=O)O)c1
assay / compound,26,27
RXFP1 antagonist,-10,-2
Anesthetic bind,-2%,-14%
D1 PAM,-2,0
D1 ag,0,1
D2 PAM,2,-13
TRHR enhancer,-3,1
RXFP1 ag,-0.1%,-0.2%
D1 antag,8,1
TRHR ag,0.5,-0.1

(further entries)
[31] CCOC(=O)C1CCN(C(=O)CN(c2cccc(OC)c2)S(=O)(=O)c2ccccc2)CC1
[32] CC1CCN(C(=O)c2cc(N3C(=O)C4C5CCC(C5)C4C3=O)ccc2Cl)CC1 (configuration not stated)
[33] CC1CCN(c2ccc(C(=O)O)cc2N)CC1
[34] O=S(=O)(Nc1cccc(Oc2cnccn2)c1)c1ccc(F)cc1
[35] CCC1Oc2ccc(C)cc2N(CC(=O)N(Cc2ccncc2)Cc2ccco2)C1=O (configuration not stated)
assay / compound,31,32,33,34,35
RXFP1 antagonist,3,x,5,-39,-4
Anesthetic bind,-3%,-2%,-12%,-13%,-3%
D1 PAM,2,7,-3,2,-2
D1 ag,2,7,1,5,0
D2 PAM,1,-24,-9,0,-11
TRHR enhancer,-2,0,-5,4,-3
RXFP1 ag,3.0%,0.2%,0.8%,-0.7%,0.2%
D1 antag,16,7,-3,-1,-20
TRHR ag,-0.5,-0.7,-1.0,-1.1,-0.1

An excerpt from above, reduced to TRHR enhancer, D1 antag and D2 PAM:
entry | smiles | TRHR enhancer | D1 antag | D2 PAM
5 | C/C(CC1CC(C)OC1=O)=N\NC(N)=S (configuration not stated) | 13 | -6 | 12
13 | O=C(Cn1nc(C(=O)O)c2ccccc2c1=O)Nc1cccc(S(=O)(=O)N2CCOCC2)c1 | -5 | -10 | x
18 | O=C(NC1CCCCCC1)c1c(F)c(F)c(F)c(F)c1F | -8 | 2 | 8
7 | Cc1ccc(S(=O)(=O)Nc2cccc(C(=O)NCC(c3ccco3)N3CCCC3)c2)cc1F (configuration not stated) | 13 | -22 | -13

(more compounds)
[36] O=C(NCc1nc2ccccc2[nH]1)c1ccc(S(=O)(=O)N2CCOCC2)cc1
[37] CN(C)S(=O)(=O)N1CCN(CC(O)COc2ccc(-c3ccccc3)cc2)CC1 (configuration not stated)
[38] Cn1cc(C2CC(c3ccccc3)=NN2C(=O)c2ccccc2)c2ccccc21 (configuration not stated)
[39] O=C(NCC(c1cccnc1)N1CCc2ccccc21)c1ccccc1Br (configuration not stated)
[40] CC(=O)Nc1c([N+](=O)[O-])cc2[nH]c(=O)[nH]c2c1[N+](=O)[O-]
assay / compound,36,37,38,39,40
RXFP1 antagonist,5,1,-11,-12,4
Anesthetic bind,-21%,-9%,-11%,5%,-8%
D1 PAM,-1,-4,-3,1,7
D1 ag,4,18,4,0,5
D2 PAM,-8,4,3,4,8
TRHR enhancer,-6,-2,1,-1,-3
RXFP1 ag,2.3%,0.3%,0.9%,-2.3%,0.4%
D1 antag,-11,-10,-7,-8,7
TRHR ag,-0.1,0.4,-0.1,0.3,0.1

[41] O=C(Nc1ccccc1-c1ccccc1)c1cnccn1
[42] N#CC(C#N)=C1c2cc(S(=O)(=O)NCCO)ccc2-c2ccc(S(=O)(=O)NCCO)cc21
[43] CC(C#N)Sc1ncnc2sc(-c3ccccc3)cc12 (configuration not stated)
[44] CCOC(=O)CCP(=O)(O)C(O)c1ccccc1 (configuration not stated)
[45] Cc1ccc(C)c(N2CCN(CCCNC(=O)c3cnn(-c4ccc(F)cc4)c3C3CCN(C(=O)OC(C)(C)C)CC3)CC2)c1
[46] Cc1nnc2ccc(-c3cccc(NS(C)(=O)=O)c3)nn12
[47] CCOC(=O)c1cc2nc(-c3ccccc3)cc(C)n2n1
assay / compound,41,42,43,44,45,46,47
RXFP1 antagonist,0,-14,8,-8,-9,-5,-6
Anesthetic bind,-22%,0%,4%,-8%,-5%,2%,28%
D1 PAM,-2,1,-1,-2,-4,-2,0
D1 ag,0,4,1,2,4,5,0
D2 PAM,-12,4,5,-17,-9,4,-2
TRHR enhancer,0,4,11,-5,-6,1,-6
RXFP1 ag,1.9%,-2.7%,0.8%,-1.6%,-1.6%,24%,4.6%
D1 antag,-14,-11,3,-3,-32*,23,6
TRHR ag,-0.6,0.4,-0.4,-0.1,-0.6,0.4,0.1
